# PREPL inhibitor: inhibits the human prolyl oligopeptidase-like enzyme; AID 2751; 320,000 compounds, 0.68% hits; recombinant PREPL, fluorescence polarization activity-based probe; inhibition, % at 5.96 µM; in the data active = inhibition above about 43%;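 also: 0% = enzyme with DMSO and 100% = wells lacking enzyme; many of its hits are not listed in these tables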
# LYPLA1 inh: blocks human lysophospholipase 1, a PME1 counter-screen | 320,000 compounds, 0.16% hits | recombinant LYPLA1, FP-Rh probe fluorescence polarization | O75608 | inhibition, % at 5.9 µM;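 active = inhibition above the mean of all tested compounds plus 3 SD, set per campaign, cut at about 14% in these data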;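 also: inhibitors block serine hydrolase probe labeling of LYPLA1 so polarization falls; 0% = enzyme with DMSO and 100% = wells lacking LYPLA1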
# PAFAH2 inh: PAFAH2 (human) inhibition. Q99487. recombinant PAFAH2, FP-rhodamine activity probe, fluorescence polarization. inhibition, % at 3.39 µM. 340,000 compounds, 0.99% hits. AID 492956;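 active = inhibition above the mean over all tested compounds plus 3 SD, cut at about 30% in these data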;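 also: inhibitors block probe labeling of enzyme so polarization drops; 0% = enzyme with DMSO and 100% = wells lacking PAFAH2 protein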
# PAD4 FP inh: blocks human protein arginine deiminase 4. Q9UM07. recombinant PAD4, RCA probe fluorescence polarization. inhibition, % at 6.36 µM. 330,000 compounds, 0.41% hits. AID 485272;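 active = percent inhibition above a cutoff equal to the mean of all tested compounds plus 3 SD, cut at about 15% in these data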;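 also: 0% = PAD4 with RCA probe and DMSO and 100% = probe without PAD4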
# Target sequence (Q9UM07 whole entry, looked up): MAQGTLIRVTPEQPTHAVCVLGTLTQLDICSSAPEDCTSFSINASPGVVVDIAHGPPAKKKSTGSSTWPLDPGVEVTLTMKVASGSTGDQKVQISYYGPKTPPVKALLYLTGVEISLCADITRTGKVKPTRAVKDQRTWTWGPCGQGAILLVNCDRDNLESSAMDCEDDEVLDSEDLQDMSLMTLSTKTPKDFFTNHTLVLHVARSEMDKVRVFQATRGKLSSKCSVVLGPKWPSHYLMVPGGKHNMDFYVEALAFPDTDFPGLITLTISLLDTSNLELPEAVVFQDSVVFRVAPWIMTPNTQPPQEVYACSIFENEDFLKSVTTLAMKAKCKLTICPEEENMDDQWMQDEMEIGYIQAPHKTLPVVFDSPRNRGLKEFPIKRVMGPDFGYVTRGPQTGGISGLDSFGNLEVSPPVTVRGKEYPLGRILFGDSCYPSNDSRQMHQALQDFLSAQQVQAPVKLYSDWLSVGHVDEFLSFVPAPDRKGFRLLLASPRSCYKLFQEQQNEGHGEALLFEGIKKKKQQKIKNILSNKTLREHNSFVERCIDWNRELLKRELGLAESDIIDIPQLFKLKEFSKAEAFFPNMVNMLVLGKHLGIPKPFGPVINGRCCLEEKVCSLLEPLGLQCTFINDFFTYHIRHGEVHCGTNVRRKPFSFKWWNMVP
# pPAFAH inh: inhibitors of human plasma PAF acetylhydrolase (pPAFAH); recombinant pPAFAH, FP-rhodamine probe fluorescence polarization; AID 463082; 330,000 compounds, 1.5% hits; inhibition, % at 3.39 µM;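 active = inhibition above the mean inhibition across the screen plus 3 SD, cut at about 25% in these data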;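 also: inhibitors block binding of the rhodamine activity-based probe so polarization drops; 0% = enzyme with DMSO and 100% = wells lacking pPAFAH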
# GSTO1 counter: blocks human GSTO1 in RBBP9 counter-screen; P78417; recombinant GSTO1, activity-based probe fluorescence polarization; inhibition, % at 5.96 µM; 300,000 compounds, 1.1% hits;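 active = inhibition above the campaign mean inhibition plus 3 SD, cut at about 35% in these data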;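 also: 0% = GSTO1-1 with DMSO and 100% = wells lacking GSTO1-1 enzyme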
# Target sequence (P78417 whole entry, looked up): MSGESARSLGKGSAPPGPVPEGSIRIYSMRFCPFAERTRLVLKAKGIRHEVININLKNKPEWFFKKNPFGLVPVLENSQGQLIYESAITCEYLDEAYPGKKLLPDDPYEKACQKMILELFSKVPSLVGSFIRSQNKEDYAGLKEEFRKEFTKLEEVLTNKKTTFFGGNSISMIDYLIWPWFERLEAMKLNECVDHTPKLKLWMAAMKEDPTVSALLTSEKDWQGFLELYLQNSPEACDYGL
# PAFAH1B2 FP inh: PAFAH1B2 (human) inhibition; P68402; recombinant PAFAH1B2, FP-rhodamine activity probe, fluorescence polarization; inhibition, % at 3.39 µM; 340,000 compounds, 1.2% hits;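 active = inhibition above the mean of all tested compounds plus 3 SD, cut at about 24% in these data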;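 also: 0% = enzyme with DMSO and 100% = wells lacking PAFAH1B2; many of its hits are not listed in these tables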
# LYPLA2 counter: LYPLA2 (human) inhibition in PME1 counter-screen; O95372; recombinant LYPLA2, FP-Rh probe fluorescence polarization; inhibition, % at 5.9 µM; 320,000 compounds, 0.38% hits;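 active = inhibition above the screen-wide mean plus 3 SD, limit set per campaign, cut at about 26% in these data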;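 also: 0% = LYPLA2 with DMSO and 100% = wells lacking LYPLA2 enzyme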
# PAFAH1B3 inh: PAFAH1B3 (human) inhibition; Q15102; inhibition, % at 3.39 µM; recombinant PAFAH1B3, FP-rhodamine probe, fluorescence polarization; AID 492972; 340,000 compounds, 0.28% hits;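 active = inhibition above the screen-wide average of all tested compounds plus 3 SD, cut at about 25% in these data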;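 also: 0% = enzyme with DMSO only and 100% = wells lacking PAFAH1B3 protein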
# * marks the source's active call; other numbers are inactive results; · = not tested or not shown. An excerpt, so the mix of outcomes need not match the whole.
SMILES,PREPL inhibitor,LYPLA1 inh,PAFAH2 inh,PAD4 FP inh,pPAFAH inh,GSTO1 counter,PAFAH1B2 FP inh,LYPLA2 counter,PAFAH1B3 inh
CCOC(=O)c1sc(-c2cccc([N+](=O)[O-])c2)cc1N,40.0,3.1,5.5,-6.9,11.3,0.9,1.6,1.2,15.8
CCOC(=O)C(C)Oc1ccc2c(-c3cccc([N+](=O)[O-])c3)cc(=O)oc2c1 (stereo unspecified),4.2,-0.9,-9.9,-2.9,-0.5,3.7,1.9,2.6,5.5
COC(=O)N/N=C(\C)c1ccc(-n2ccnc2)cc1,4.6,-0.8,-2.5,3.2,-0.8,2.5,0.7,-6.4,5.5
O=C(COC(=O)c1ccc(O)cc1O)NC1CC1,0.6,0.4,1.0,-1.9,-4.5,·,10.5,0.2,9.6
O=C1NC2(CCCCC2)C(=O)N1CC(=O)N1CCc2ccccc21,14.0,·,-8.3,0.7,3.6,·,-3.2,·,9.0
CC(C)C(c1nnnn1Cc1ccc(F)cc1)N1CCC(C(N)=O)CC1 (stereo unspecified),1.1,1.8,0.6,1.7,-4.6,-0.2,6.2,-4.6,6.1
COC(=O)c1cc(S(=O)(=O)NCC2CCN(Cc3ccc(Cl)cc3)CC2)cn1C,12.4,-2.6,3.0,-7.8,1.3,-2.5,0.1,-4.6,9.6
CCOc1ccccc1N1CC(C(=O)Nc2ccc(C(=O)O)cc2)CC1=O (stereo unspecified),3.2,-4.3,13.0,-3.3,-1.3,3.1,5.9,-2.1,6.8
CCCC(=O)Oc1ccc(-c2nccc(C(OC)OC)n2)cc1,-3.5,1.9,4.1,-3.3,-6.7,6.7,8.1,4.5,-0.1
CCOc1ccc(CCNS(=O)(=O)c2ccc(-c3ccc(=O)[nH]n3)o2)cc1OCC,0.4,-1.4,-4.7,1.2,5.5,-6.8,3.7,2.3,3.6
CC(C)C(NS(=O)(=O)c1cccs1)C(=O)NCc1ccc2c(c1)OCO2 (stereo unspecified),7.9,-3.2,5.0,1.2,-8.6,9.8,3.8,-7.3,2.8
Cc1cccc(NC(=O)c2ccc(S(=O)(=O)N3CCCC3)cc2)c1C,-6.9,-0.7,-6.2,2.6,3.3,-1.5,5.6,-3.8,3.7
Cc1ccccc1-c1cc(C(=O)NCc2ccco2)nn1CC1CC(c2cccc([N+](=O)[O-])c2)=NO1 (stereo unspecified),-25.3,·,-4.0,-2.2,9.6,·,0.1,·,-7.3
O=C(Cn1c(=O)c2cccn2c2ccccc21)Nc1ccc(F)cc1F,-2.3,-6.2,-13.0,-15.3,4.7,-6.3,-2.2,-1.4,3.7
Cc1ccc(C2=NNC(c3cccc(F)c3)S2)cc1 (stereo unspecified),1.1,-3.9,7.0,-3.8,3.0,0.4,4.8,-5.1,9.5
O=C(COc1ccc(Cl)cc1)NNC(=O)C(=O)NC1CCCCC1,-1.0,-1.9,7.0,-1.4,-1.7,17.9,18.6,-3.9,-0.1
O=C(NCc1ccccc1Cl)C(=O)NCC(c1ccco1)N1CCOCC1 (stereo unspecified),0.6,4.7,-3.1,0.7,2.3,-0.6,7.1,-1.1,2.9
O=C(c1ccc(Br)o1)N1CCN(c2ccc3nnc(-c4ccc(F)cc4)n3n2)CC1,-7.7,4.0,4.1,-2.8,-2.9,-8.6,3.6,5.8,18.1
O=C(OCc1c(-c2ccccc2)ncc2ccccc12)c1ccc(Br)cc1,-0.8,-0.2,-2.9,-5.3,1.3,·,-4.6,-5.2,4.1
CCCCc1cc(=O)oc2cc(C)cc(OCC(=O)N3C[C@H]4C[C@@H](C3)c3cccc(=O)n3C4)c12,6.3,2.0,0.2,-2.0,8.4,-2.0,1.8,7.6,3.1

# 9 entries from above, as tab-separated lines.
Compound	PREPL inhibitor	LYPLA1 inh	PAFAH2 inh	PAD4 FP inh	pPAFAH inh	GSTO1 counter	PAFAH1B2 FP inh	LYPLA2 counter	PAFAH1B3 inh
Cc1cccc(NC(=O)c2ccc(S(=O)(=O)N3CCCC3)cc2)c1C	-6.9	-0.7	-6.2	2.6	3.3	-1.5	5.6	-3.8	3.7
Cc1ccccc1-c1cc(C(=O)NCc2ccco2)nn1CC1CC(c2cccc([N+](=O)[O-])c2)=NO1 (stereo unspecified)	-25.3	·	-4.0	-2.2	9.6	·	0.1	·	-7.3
O=C(Cn1c(=O)c2cccn2c2ccccc21)Nc1ccc(F)cc1F	-2.3	-6.2	-13.0	-15.3	4.7	-6.3	-2.2	-1.4	3.7
Cc1ccc(C2=NNC(c3cccc(F)c3)S2)cc1 (stereo unspecified)	1.1	-3.9	7.0	-3.8	3.0	0.4	4.8	-5.1	9.5
O=C(COc1ccc(Cl)cc1)NNC(=O)C(=O)NC1CCCCC1	-1.0	-1.9	7.0	-1.4	-1.7	17.9	18.6	-3.9	-0.1
O=C(NCc1ccccc1Cl)C(=O)NCC(c1ccco1)N1CCOCC1 (stereo unspecified)	0.6	4.7	-3.1	0.7	2.3	-0.6	7.1	-1.1	2.9
O=C(c1ccc(Br)o1)N1CCN(c2ccc3nnc(-c4ccc(F)cc4)n3n2)CC1	-7.7	4.0	4.1	-2.8	-2.9	-8.6	3.6	5.8	18.1
O=C(OCc1c(-c2ccccc2)ncc2ccccc12)c1ccc(Br)cc1	-0.8	-0.2	-2.9	-5.3	1.3	·	-4.6	-5.2	4.1
CCCCc1cc(=O)oc2cc(C)cc(OCC(=O)N3C[C@H]4C[C@@H](C3)c3cccc(=O)n3C4)c12	6.3	2.0	0.2	-2.0	8.4	-2.0	1.8	7.6	3.1

# Additional records follow:
SMILES,PREPL inhibitor,LYPLA1 inh,PAFAH2 inh,PAD4 FP inh,pPAFAH inh,GSTO1 counter,PAFAH1B2 FP inh,LYPLA2 counter,PAFAH1B3 inh
CCN(CC(=O)NCc1ccc(Cl)cc1)CC(=O)Nc1ccc(C(N)=O)cc1,-9.9,-1.4,0.1,-3.5,4.9,7.2,0.3,-2.6,4.1
CCS(=O)(=O)N1Cc2ccccc2CC1C(=O)OCC(=O)N(C(C)C)C(C)C (stereo unspecified),3.4,4.8,7.3,2.1,2.8,-0.1,3.6,6.0,12.6
CSc1cccc(NC(=S)N2CCC(N(C)C3CCCCC3C)CC2)c1 (stereo unspecified),10.3,0.2,-1.4,-3.7,-0.4,-5.2,-6.2,3.3,4.3
Cc1ccc(S(=O)(=O)N(C)c2c(C)ccc(S(=O)(=O)N3CCN(C=O)CC3)c2C)cc1,14.3,2.4,-1.0,-3.4,2.7,0.5,8.2,5.8,7.7
CC(=O)N1c2ccc(S(=O)(=O)NCCC(=O)NCCc3ccc(Cl)cc3)cc2CC1C (stereo unspecified),11.6,-1.3,-6.2,5.0,10.0,11.0,8.9,16.4,5.0
COc1ccccc1CN1CC(C(=O)NCCC2=CCCCC2)CCC1=O (stereo unspecified),8.7,-2.6,0.0,2.1,3.1,3.7,7.7,-5.5,1.8
COc1ccc(S(=O)(=O)N2CCCCCC2)cc1NC(=O)Cc1ccccc1,18.0,2.3,9.7,3.0,7.8,6.4,4.0,10.9,5.4
COc1cccc(C(=O)c2c[nH]c(C(=O)NCc3cccnc3)c2)c1,-4.2,2.7,5.3,0.5,7.4,-6.1,-1.8,7.3,3.2
O=C(NC1CCCCC1)C(c1cccnc1)N(C(=O)c1csnn1)c1ccccc1F (stereo unspecified),-2.7,2.9,17.1,2.5,8.1,-2.4,-0.1,-3.4,-0.9
Cc1cccc(NC(=O)C(C)n2cc([N+](=O)[O-])cn2)n1 (stereo unspecified),-5.8,1.8,8.9,0.3,-3.0,-7.9,3.5,-1.6,8.9
Cc1ccc(Cl)cc1-n1c(SCC(=O)NCCC2=CCCCC2)nc2n[nH]c(C)c2c1=N,7.0,-2.3,-4.3,3.5,-4.9,-2.4,3.3,-0.4,0.2
COc1cc2cc(CN(CCc3ccccc3C)C(=S)NCCCN3CCOCC3)c(=O)[nH]c2cc1OC,21.7,-2.1,8.8,-2.8,2.0,2.1,5.6,4.9,9.8
O=C(NC1CCCCC1)C1CC=CCC1C(=O)OCC(Cl)=C(Cl)Cl (stereo unspecified),5.8,1.3,3.1,1.0,0.6,0.5,2.4,1.6,1.1
CCCN1C(=O)c2cc(C(=O)O)ccc2C1O (stereo unspecified),2.2,-0.5,6.4,-0.5,-5.3,-2.9,3.7,6.1,4.2
O=C(Nc1cccc(C(F)(F)F)c1)/C(=C/c1ccco1)NC(=O)c1cccs1,-5.2,-6.6,4.3,-10.8,7.1,2.3,-4.7,-4.8,-3.4
CC1(C)CC(=O)C=C(Nc2ccccc2NC(=O)c2cnccn2)C1,1.3,-1.6,-0.2,1.7,-6.9,-0.6,3.3,0.2,9.6
CC(=Nc1ccc2c(c1)nc(CO)n2C)C1=C(O)CC(C)(C)CC1=O,3.9,1.4,-1.6,0.1,1.0,-0.6,-1.0,5.6,0.7
COc1ccc(NC(=O)CN(C)S(=O)(=O)c2cnc[nH]2)cc1OC,1.7,-1.1,0.6,0.2,7.3,-0.6,6.0,3.5,6.8
CN(C(=O)CSc1nnc(-c2ccc(OC(F)F)cc2)n1N)C1CCS(=O)(=O)C1 (stereo unspecified),16.5,-1.5,0.9,1.7,1.7,-3.2,5.4,-2.0,3.0
CCOC(=O)/C(C#N)=C1/C=CN(c2ccccc2)C=N1,-5.6,-1.8,-2.2,-2.0,0.5,-4.3,0.5,-7.0,-1.0
CCOC(OCC)c1cn(Cc2ccc(C(=O)c3ccccc3)cc2)nn1,1.2,-0.1,0.7,2.2,9.3,6.3,1.0,0.5,8.4
O=C(NCCCn1ccnc1)C1CC2CCC1C2 (stereo unspecified),2.5,1.2,4.7,7.0,0.2,-5.0,7.4,-0.2,-4.2
Cc1onc(-c2ccccc2)c1-c1ccnn1C(=O)NC(C)C,19.3,0.9,-5.7,1.7,8.3,6.9,-8.4,-1.5,3.8
CC(C)NC(=O)c1ccccc1NC(=O)/C=C/c1cccc([N+](=O)[O-])c1,1.1,-3.2,-12.6,-3.4,-3.4,-2.8,2.1,1.2,5.3
CCOC(=O)c1c(C)[nH]c(C)c1S(=O)(=O)N(C)CC(=O)Nc1ccccc1OC,3.1,1.0,5.3,0.8,0.3,4.7,3.7,-1.7,-2.1
CCOc1ccc(OCCN2C(=O)NC(Cc3c[nH]c4ccccc34)C2=O)cc1 (stereo unspecified),-39.6,2.7,6.2,0.8,6.7,2.7,5.8,4.8,6.8
CCN1CCN(C(c2ccccc2)c2nnnn2Cc2ccc(OC)cc2)CC1 (stereo unspecified),17.0,1.5,-1.2,1.8,-0.2,-10.6,2.4,2.8,3.7
Cc1ccc(C)n1/N=C1/NC(=O)CS1,9.1,-3.5,38.9*,5.0,39.5*,23.0,2.2,6.7,21.3
C/C(=N\NC(=O)Cc1ccccc1Cl)c1cccnc1,-1.8,-0.5,2.7,2.9,5.2,1.1,7.9,4.7,4.9
CCCn1nc(C(=O)OCC(=O)c2ccc3c(c2)NC(=O)CO3)c2ccccc2c1=O,2.8,-0.8,1.3,-0.3,5.4,-5.0,-4.6,5.5,-1.7
